SKN-1 inh = blocks SKN-1 activity in C. elegans | 360,000 tested, 0.49% active | inhibition, % at 21.8 µM | C. elegans VP596 Pgst-4::GFP/RFP ratio, acrylamide-induced, 24 h;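 active means interference check ratio from 0.5 to 1.5 plus GFP to RFP signal ratio inhibition reaching or exceeding a fixed threshold, cut at about 30% in these data, passing the limit was not always enough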; further: some compounds called inactive have numbers as strong as hits
Scp1 inh = inhibitors of human Scp-1 phosphatase; Q9GZU7; Recombinant Scp1, phosphopeptide, malachite green phosphate absorbance; inhibition, % at 20 µM; 340,000 tested, 0.88% active; AID 493091;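 active means inhibition above about 50% at 20 µM, limit read from the data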;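 further: plate controls were DMSO wells with enzyme for no effect and wells lacking enzyme for full effect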
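Material – SCP-1 phosphatase catalytic domain, residues 76-261 · Buffer or medium – Acidic Tris acetate buffer with magnesium and detergent · Also added – Phospho 17-mer peptide substrate · Compound – single 20 µM dose, 1% DMSO · Times – 45 min room-temperature reaction, 5 min colour, 30 min stabiliser · Technique – Phosphate-binding colour reagent, absorbance read at 630 nm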
NRP1-CendR mod = alters CendR peptide binding to human NRP-1 | O14786 | FAM-RPARPAR peptide binding to NRP-1, fluorescence polarization | inhibition, % at 25 µM | 360,000 tested, 0.85% active;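 active means inhibition or corrected inhibition above about 18%, plus a signal ratio from 0.5 to 1.5, limit read from the data, passing the limit was not always enough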; further: strong numbers were not always called active
Target sequence (O14786 whole entry, looked up): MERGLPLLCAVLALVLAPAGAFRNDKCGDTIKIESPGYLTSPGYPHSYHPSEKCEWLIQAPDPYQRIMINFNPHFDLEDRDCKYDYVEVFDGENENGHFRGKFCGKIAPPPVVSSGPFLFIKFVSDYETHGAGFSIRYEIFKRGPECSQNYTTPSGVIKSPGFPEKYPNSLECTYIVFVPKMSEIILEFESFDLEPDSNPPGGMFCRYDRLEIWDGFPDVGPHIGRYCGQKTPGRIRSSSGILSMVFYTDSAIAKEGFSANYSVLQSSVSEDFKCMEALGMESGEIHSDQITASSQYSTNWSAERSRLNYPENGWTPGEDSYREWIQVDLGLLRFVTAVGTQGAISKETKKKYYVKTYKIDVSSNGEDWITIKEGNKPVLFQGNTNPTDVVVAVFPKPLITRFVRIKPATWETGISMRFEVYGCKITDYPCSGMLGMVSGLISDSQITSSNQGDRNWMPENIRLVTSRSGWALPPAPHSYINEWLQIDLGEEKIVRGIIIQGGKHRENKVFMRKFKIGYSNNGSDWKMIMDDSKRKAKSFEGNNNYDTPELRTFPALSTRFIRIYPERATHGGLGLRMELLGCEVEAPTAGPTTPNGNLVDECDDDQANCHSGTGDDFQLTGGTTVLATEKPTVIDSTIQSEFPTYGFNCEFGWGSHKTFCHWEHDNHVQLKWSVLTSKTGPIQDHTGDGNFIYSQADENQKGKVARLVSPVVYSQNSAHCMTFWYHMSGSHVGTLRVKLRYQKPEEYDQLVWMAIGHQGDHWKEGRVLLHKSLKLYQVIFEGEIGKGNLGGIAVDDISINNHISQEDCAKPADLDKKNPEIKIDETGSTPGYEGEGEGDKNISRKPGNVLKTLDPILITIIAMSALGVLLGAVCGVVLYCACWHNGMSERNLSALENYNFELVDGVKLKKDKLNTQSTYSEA
SUMO1-SIM PPI = alters human SUMO1 binding to SIM partners. inhibition, % at 20 µM. SUMO1 binding to a labelled peptide, TR-FRET, 1 h. P63165. 360,000 tested, 0.33% active; in the data active means inhibition above about 37%
STEP inh = blocks human striatal-enriched tyrosine phosphatase; inhibition, % at 20 µM; 360,000 tested, 0.25% active; recombinant STEP, OMFP fluorogenic substrate, fluorescence; P54829; AID 588621;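 active means inhibition at 20 µM, scaled per plate between control wells, above about 37%, limit read from the data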;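 further: 0% = DMSO with enzyme and substrate and 100% = substrate only without enzyme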
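Measure: Control-normalized % inhibition with plate pattern correction | Test system: STEP phosphatase, cell-free reaction | Medium: pH 6.0 Bis-Tris with DTT and Tween 20 | Technique: Fluorescence, 480/540 nm | Times: Reaction 20 min, ambient temperature | Doses: Single compound dose of 20 µM, 1% DMSO final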
LMPTP block = LMPTP (human) inhibition; P24666; recombinant LMPTP-A, OMFP fluorogenic substrate, fluorescence intensity; inhibition, % at 20 µM; 360,000 tested, 0.22% active;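 active means compounds that cut the enzyme signal by at least half of the control window in the single-dose screen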;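 further: plate controls were DMSO wells with enzyme plus substrate for no effect and substrate without enzyme for full effect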
Target sequence (P24666 whole entry, looked up): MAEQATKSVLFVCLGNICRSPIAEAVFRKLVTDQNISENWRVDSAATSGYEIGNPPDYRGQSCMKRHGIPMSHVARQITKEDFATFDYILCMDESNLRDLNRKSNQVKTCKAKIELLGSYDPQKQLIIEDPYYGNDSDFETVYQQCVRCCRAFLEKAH
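Material: LMPTP-A; amount: 0.625 nM enzyme; doses: single 20 µM dose; times: reaction 50 min, room temperature, dark; technique: fluorescence intensity of OMFP turnover product; benchmarks: no-enzyme and uninhibited controls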
NadD inh = blocks S. aureus nicotinate mononucleotide adenylyltransferase. purified NadD enzyme, colorimetric absorbance read-out. inhibition, % at 20 µM. 360,000 tested, 0.78% active. AID 602399; in the data active means inhibition above about 26%; further: some compounds past the cut are filed as inactive
DNMT1 inh = inhibitors of human DNMT1 | DNMT1 molecular beacon, Hinp1I cleavage, fluorescence | P26358 | inhibition (reported as % activation of signal), % at 10 µM | 360,000 tested, 0.83% active | AID 588458; in the data active means inhibition above about 50%
Tb MetRS inh = blocks T. brucei methionyl-tRNA synthetase activity; purified T. brucei MetRS, ATP depletion, Kinase-Glo luminescence; 360,000 tested, 0.4% active; AID 624268; inhibition, % at 11.9 µM;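 active means inhibition above a per-plate cutoff of the control wells' mean inhibition plus 3 SD, cut at about 5.5% in these data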;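 further: 0% = DMSO wells median and 100% = median of wells with control inhibitor compound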
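System: purified T. brucei MetRS enzyme / Detection: Kinase-Glo luciferase luminescence reporting remaining unconsumed ATP / Medium: HEPES buffer with MgCl2, KCl, DTT, spermine, BSA, pyrophosphatase / Replication: singlicate, one well per compound / Evaluation: percent inhibition relative to median high and low control wells / Schedule: 2 h aminoacylation at 25 °C after 15 min preincubation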
Neddylation inh = blocks human cullin neddylation; 360,000 tested, 0.58% active; P61081+Q13564; TR-FRET cullin neddylation, biochemical; AID 651699; calls only at 25 µM; in the data active means inhibition above about 36%
* = called active by the depositor; i = inactive; . = not tested or not shown.

#	canonical_smiles	NRP1-CendR mod	Tb MetRS inh	NadD inh	LMPTP block	SUMO1-SIM PPI	Neddylation inh	Scp1 inh	DNMT1 inh	SKN-1 inh	STEP inh
1	Cc1cc(C)c(NC(=S)N(C)C)cc1C	4.6	0.2	-1.3	0.5	7.9	i	-4.3	-3.9	-8.5	-1.4
2	Cc1nnc(SCC(=O)Nc2cccc(S(=O)(=O)N3CCCCC3)c2)s1	2.2	-0.2	-7.5	1.3	2.6	i	-2.7	1.3	2.8	-1.9
3	CC(=O)N1c2ccccc2NC2=C(C(=O)CCC2)C1c1ccco1 (stereo not drawn)	17.3	-1.2	2.4	-0.6	3.2	i	-2.5	5.5	-13.1	-2.2
4	CCN(CC(=O)Nc1cc(Cl)ccc1C)C(=O)CCOc1ccccc1C	15.4	-0.4	0.0	0.3	7.1	i	-9.5	-0.6	-0.8	-0.6
5	CC1CCc2cc(F)cc3c(O)c(C(=O)NCCN(C)C)c(=O)n1c23 (stereo not drawn)	7.1	-0.1	-10.8	-8.7	2.8	i	-23.9	2.2	-0.4	5.9
6	CCn1c(SC(C)C(=O)O)nc2sc3c(c2c1=O)CCC3 (stereo not drawn)	12.1	-0.6	3.2	15.2	13.3	i	78.0*	90.1*	-0.1	9.6
7	CCc1cc2cc(C)ccc2nc1SCC(=O)Nc1cc(C)on1	3.6	-0.5	-6.0	-1.0	-6.3	i	-2.2	2.5	-1.5	0.3
8	CC(C)(C)c1ccc2c(c1)OC(C(=O)N/N=C\c1ccc[nH]1)CO2 (stereo not drawn)	7.4	-0.1	2.6	0.4	-7.7	i	3.1	-0.8	1.9	-3.1
9	CCn1c(SCC(=O)NCc2ccco2)nnc1C1CCCC1	-4.7	-0.5	-4.1	-0.6	4.7	i	1.1	0.6	5.5	-0.5
10	Cc1ccc(-n2nnnc2SCC(=O)Nc2nc(-c3ccc(F)cc3)cs2)cc1C	-7.0	0.0	21.2	-1.0	1.2	i	-5.2	16.1	-0.2	4.0
11	CC(=O)[C@H]1CCC2C3CC=C4C[C@@H](O)CC[C@]4(C)C3CC[C@@]21C (stereo partly drawn)	-0.1	0.7	-0.2	-0.5	-1.8	i	-6.7	5.6	8.7	-0.9
12	N/C(=N\O)c1ccncc1	0.4	3.8	-3.0	0.2	-3.8	i	-3.3	9.6	7.7	-1.2
13	O=C(C1CCN(S(=O)(=O)N2CCC3(CC2)OCCO3)CC1)N1CCC(Cc2ccccc2)CC1	-1.5	-0.8	0.2	0.0	-0.2	i	-2.7	-1.2	1.6	-1.6
14	CCOc1cc(/C=C/c2ccc3cccc([N+](=O)[O-])c3n2)ccc1O	-1.7	0.0	6.0	2.1	-18.9	i	7.1	-26.1	6.3	-2.4
15	COc1ccc(NC(=O)c2cccc(N3C(=O)NC4CC3(C)Oc3ccccc34)c2)cc1 (stereo not drawn)	3.1	0.1	6.4	-1.7	4.0	i	-5.5	2.3	15.0	5.1
16	CCC(=O)OC1(C)C(=O)C=C2C=C(c3ccsc3)OC=C2C1=O (stereo not drawn)	-54.9	-0.2	20.7	1.6	16.6	i	-5.8	-26.2	23.6	0.8
17	O=C(Nc1ccc(N2CCOCC2)cc1)C1CCCCC1	-7.9	0.6	1.3	-0.3	5.0	i	5.5	-4.6	-0.3	-0.4
18	CCCCNC(=O)[C@H]1C[C@H]1[C@@H](O)[C@H](CO)NC(=O)[C@H](COCc1ccccc1)NC(=O)OC(C)(C)C	-1.5	0.4	1.2	0.5	1.5	i	-3.0	7.2	5.6	-1.2
19	Cc1cc2c3nonc3ccc2n1-c1ccccc1	6.8	-0.4	-1.5	3.1	-12.5	.	-6.9	4.0	6.6	3.2
20	Oc1cccc(CCC2CCCCN2Cc2cn[nH]c2-c2ccc3c(c2)OCO3)c1 (stereo not drawn)	-9.0	0.1	-10.3	-0.1	-5.2	i	6.2	-3.5	5.8	-1.0
21	Cc1cc(Br)cc(Br)c1OCC(=O)NNC(=O)c1ccoc1C	3.9	1.3	-5.4	-0.5	0.7	i	-0.1	3.0	-3.9	-1.9
22	O=S(=O)(NC1CCCCC1)c1ccc(F)c2ccccc12	0.9	-1.1	-6.0	0.5	0.7	i	-4.3	-0.2	-1.1	-2.6
23	COc1cccc(OC)c1C(=O)Nc1nc2ccc(S(C)(=O)=O)cc2s1	3.6	0.2	3.2	0.6	-0.3	i	-5.2	-3.0	-3.1	-3.9
24	O=C1CSC(c2cccc(F)c2)N1c1ccccc1F (stereo not drawn)	8.0	-0.6	3.6	0.3	1.5	i	-1.3	0.6	-23.8	-0.3
25	COc1ccc(-c2cn(CC3CCCCC3)nn2)cc1	10.1	-0.3	-4.7	0.4	3.0	i	-2.3	0.9	1.2	1.0
26	Cc1ccc(-c2nc3ccc(NS(=O)(=O)c4ccccc4)cc3[nH]2)o1	-5.7	0.6	2.2	2.2	0.2	i	-2.0	-1.9	10.5	2.2
27	CCOc1cc(/C=N/NC(=O)CSc2cccc3cccnc23)ccc1O	-1.9	-1.2	1.0	1.0	0.2	i	0.6	-1.2	7.2	0.6
28	COC(=O)c1[nH]c2cc(OC)ccc2c1N	9.2	0.2	3.4	-0.4	-6.2	i	-4.9	-7.2	20.8	4.6
29	NC1=NC(=O)C(c2ccccc2)C(=O)N1 (stereo not drawn)	11.3	-0.2	0.3	-1.7	-1.6	i	-10.5	-2.6	2.7	4.2
30	CC(C)CCN(CC(=O)NC1CCCC1)C(=O)C(=O)Nc1ccc2c(c1)OCCO2	2.6	0.0	-4.4	-0.5	-5.4	i	2.6	-2.6	8.8	-1.2
31	Cc1c(OCC(N)=O)ccc2c(-c3ccccc3)cc(=O)oc12	-5.7	-0.3	0.6	-1.4	-0.3	i	9.0	-1.4	2.0	0.0
32	Cn1cccc1C(=O)C(=O)Nc1ccccc1	-7.7	-1.4	-4.2	-0.8	1.3	i	-1.8	2.7	-12.7	1.8
33	CC1CCCCN1S(=O)(=O)c1ccc(C(=O)N2CCOCC2)cc1 (stereo not drawn)	1.5	-0.1	-3.0	-1.5	0.7	i	-3.0	0.7	-7.9	0.0
34	CCOc1ccccc1NC(=O)CSc1nccn1-c1ccccc1	3.2	-1.0	6.0	0.0	-2.7	i	-2.2	3.8	-6.9	-0.2
35	O=C(NCc1cccc(Cl)c1)C1CCC(=O)N(C2CC2)C1 (stereo not drawn)	-1.6	0.1	1.9	-0.4	2.0	i	1.1	1.1	-11.9	-0.4
36	Cc1ccc(N(CC(=O)NC(C)(C)C)C(=O)CCC(=O)Nc2nccs2)cc1C	-4.3	-1.1	-1.9	-2.3	0.4	i	0.3	0.6	-14.8	-0.8
37	COc1c(/C=N/NC(N)=S)c(C)nn1-c1ccccc1	4.2	-0.6	5.5	-0.4	-0.6	i	22.6	-3.4	15.0	1.5
38	O=C(c1ccccc1F)N(Cc1ccc2c(c1)OCO2)Cc1cc2cc3c(cc2n2nnnc12)OCO3	-8.6	-0.2	15.8	3.0	7.6	i	-8.9	0.8	-5.1	-4.9
39	COCC(C)N1CCC(n2nccc2NC(=O)c2ccc3c(c2)OCO3)CC1 (stereo not drawn)	4.6	-0.2	-2.7	-0.9	-1.8	i	-3.6	0.1	-1.8	4.1
40	C[C@H](CO)N1C[C@H](C)[C@@H](CN(C)C(=O)Nc2ccccc2)Oc2c(cccc2N(C)C)C1=O	-3.8	-0.9	8.8	0.5	6.1	i	12.3	7.4	17.6	0.8

Full records, quoted from the list. Screens in order: NRP1-CendR mod	Tb MetRS inh	NadD inh	LMPTP block	SUMO1-SIM PPI	Neddylation inh	Scp1 inh	DNMT1 inh	SKN-1 inh	STEP inh
Results for `Cc1ccc(-c2nc3ccc(NS(=O)(=O)c4ccccc4)cc3[nH]2)o1` → -5.7	0.6	2.2	2.2	0.2	i	-2.0	-1.9	10.5	2.2
Results for `CC1CCCCN1S(=O)(=O)c1ccc(C(=O)N2CCOCC2)cc1` (stereo not drawn) → 1.5	-0.1	-3.0	-1.5	0.7	i	-3.0	0.7	-7.9	0.0
Results for `COC(=O)c1[nH]c2cc(OC)ccc2c1N` → 9.2	0.2	3.4	-0.4	-6.2	i	-4.9	-7.2	20.8	4.6
Results for `O=C(c1ccccc1F)N(Cc1ccc2c(c1)OCO2)Cc1cc2cc3c(cc2n2nnnc12)OCO3` → -8.6	-0.2	15.8	3.0	7.6	i	-8.9	0.8	-5.1	-4.9

The list goes on:
#	canonical_smiles	NRP1-CendR mod	Tb MetRS inh	NadD inh	LMPTP block	SUMO1-SIM PPI	Neddylation inh	Scp1 inh	DNMT1 inh	SKN-1 inh	STEP inh
41	c1ccc(COc2ccccc2CNC23CC4CC(CC(C4)C2)C3)cc1	4.2	-0.7	-1.7	0.1	-0.5	i	-0.8	1.2	8.1	-2.6
42	O=c1c(C=NCc2cccnc2)c(C(F)(F)F)[nH]n1-c1nc2ccccc2s1	-14.0	-1.2	10.9	-2.4	-1.0	i	-1.4	0.4	-13.3	2.4
43	COc1cccc(NC(=S)NN2CCN(C)CC2)c1	-3.0	-0.6	-0.5	-6.1	3.4	i	-0.6	3.2	-2.6	14.9
44	Cc1ccc(-c2nc(N/N=C/c3ccccc3[N+](=O)[O-])c3ccccc3n2)cc1	3.8	-1.2	-0.2	5.9	-8.0	i	2.9	37.0	13.0	3.3
45	CC(C(=O)Nc1ccc([N+](=O)[O-])cc1)N1CCN(C/C=C/c2ccccc2)CC1 (stereo not drawn)	2.0	3.8	-2.3	-0.2	-17.5	i	5.7	3.2	-12.6	-3.1
46	CCc1c(O)nc(SCC(=O)N2CCOCC2)n(-c2ccccc2)c1=O	-41.6	0.4	-7.8	-1.7	1.0	i	-2.8	0.0	-2.2	2.2
47	CCN(CC)/C(=N/O)NC(=O)NS(=O)(=O)c1ccc(C)cc1	-2.8	-1.6	5.3	0.3	0.5	i	5.4	-1.8	-15.3	-0.2
48	COCCN(C(=O)COC(=O)C1(c2ccccc2)CC1)c1c(N)n(CC(C)C)c(=O)[nH]c1=O	-7.0	0.3	-2.2	0.1	-0.4	i	-4.0	0.7	11.4	3.5
49	O=C(O)CCCC(=O)Nc1ccc(Br)cc1C(=O)O	0.2	0.1	1.9	-1.7	7.2	i	1.6	1.4	17.9	-0.1
50	Cc1cccc2c(=O)cc(C)n(CC(=O)N3CCOCC3)c12	6.4	-0.5	0.0	-0.4	1.4	i	-7.4	3.6	23.1	-0.3
51	Cc1ccc(C2=C(CC(=O)O)C(=O)CC2)cc1	9.9	-0.3	0.0	-0.2	-7.3	i	-5.2	4.8	4.1	1.2
52	COc1ccc(NC(=O)Nc2ccc(C(C)C)cc2)cc1	-7.0	-0.2	-4.7	0.8	3.1	i	-7.1	-0.6	2.9	-0.5
53	CCn1c(=O)n(CC)c2cc(S(=O)(=O)Nc3c(C)cccc3C)ccc21	7.4	-1.0	0.8	0.6	4.9	i	28.5	3.2	-6.1	-0.6
54	CNC(=S)N/N=C/c1cccc(OCc2ccccc2F)c1	10.0	-0.5	-1.5	2.1	-1.0	i	-13.0	-12.6	5.1	4.3

Source: PubChem BioAssay
